From PubChem BioAssay
EPAC1 antagonist: antagonists of human EPAC1 | hit rate 0.14% among 360,000 | EPAC1 GEF assay, Rap1b-BODIPY-GDP exchange fluorescence | Potency, µM (series often up to 115 µM), for the others: at the top dose activity change, negative = inhibition, usual class: inhibitors;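 also: potency is read from the fitted curve at half-maximal effect; plate controls were vehicle for no effect and positive control for full effect; nearly all actives have a fitted effect of over 50% in size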
PI5P4Ka inh: inhibitors of human PI5P4K alpha; P48426; PI5P4Kalpha enzyme, ADP-Glo luminescence, 60 min; hits give low values; max response, %; hit rate 1.2% among 330,000; AID 652105; active = max response of -50% or lower; inconclusive = between -30% and -50%; inactive = -30% or higher; also: value at the top dose of about 77 µM; % is scaled to controls: 0 for no effect and ±100 for the full control effect
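Human PI5P4Kalpha with substrate in 0.038 M HEPES pH 7.4, 0.28 mM EGTA, 0.1% CHAPS, 5% DMSO; reaction started with 5 microM ATP (final), 60 min at room temperature. ADP formed read by ADP-Glo luminescence.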
PLK1 PBD inh: inhibitors of human PLK1 polo-box domain binding | hit rate 2.8% among 360,000 | Potency, µM, for inactives: max response, negative = inhibition, most hits filed as inhibitors | Plk1 PBD binding of FITC phosphopeptide, fluorescence polarization | P53350; also: potency is read from the fitted curve at half-maximal effect; series mostly up to about 57 µM; % is scaled to controls: 0 for no effect and ±100 for the full control effect; nearly all actives have a fitted effect of over 65% in size
WRN helicase inh: inhibitors of human WRN helicase | AID 651768 | WRN helicase unwinding, fluorescent forked duplex, kinetic | Potency, µM (top dose mostly 114 µM), without a hit: at the top dose activity change, negative = inhibition, hits mostly inhibitors | Q14191 | hit rate 0.46% among 360,000; also: potency is read from the fitted curve at half-maximal effect; % is scaled to controls: 0 for no effect and ±100 for the full control effect; nearly all actives have a fitted effect of over 55% in size
Target sequence (Q14191 whole entry, looked up): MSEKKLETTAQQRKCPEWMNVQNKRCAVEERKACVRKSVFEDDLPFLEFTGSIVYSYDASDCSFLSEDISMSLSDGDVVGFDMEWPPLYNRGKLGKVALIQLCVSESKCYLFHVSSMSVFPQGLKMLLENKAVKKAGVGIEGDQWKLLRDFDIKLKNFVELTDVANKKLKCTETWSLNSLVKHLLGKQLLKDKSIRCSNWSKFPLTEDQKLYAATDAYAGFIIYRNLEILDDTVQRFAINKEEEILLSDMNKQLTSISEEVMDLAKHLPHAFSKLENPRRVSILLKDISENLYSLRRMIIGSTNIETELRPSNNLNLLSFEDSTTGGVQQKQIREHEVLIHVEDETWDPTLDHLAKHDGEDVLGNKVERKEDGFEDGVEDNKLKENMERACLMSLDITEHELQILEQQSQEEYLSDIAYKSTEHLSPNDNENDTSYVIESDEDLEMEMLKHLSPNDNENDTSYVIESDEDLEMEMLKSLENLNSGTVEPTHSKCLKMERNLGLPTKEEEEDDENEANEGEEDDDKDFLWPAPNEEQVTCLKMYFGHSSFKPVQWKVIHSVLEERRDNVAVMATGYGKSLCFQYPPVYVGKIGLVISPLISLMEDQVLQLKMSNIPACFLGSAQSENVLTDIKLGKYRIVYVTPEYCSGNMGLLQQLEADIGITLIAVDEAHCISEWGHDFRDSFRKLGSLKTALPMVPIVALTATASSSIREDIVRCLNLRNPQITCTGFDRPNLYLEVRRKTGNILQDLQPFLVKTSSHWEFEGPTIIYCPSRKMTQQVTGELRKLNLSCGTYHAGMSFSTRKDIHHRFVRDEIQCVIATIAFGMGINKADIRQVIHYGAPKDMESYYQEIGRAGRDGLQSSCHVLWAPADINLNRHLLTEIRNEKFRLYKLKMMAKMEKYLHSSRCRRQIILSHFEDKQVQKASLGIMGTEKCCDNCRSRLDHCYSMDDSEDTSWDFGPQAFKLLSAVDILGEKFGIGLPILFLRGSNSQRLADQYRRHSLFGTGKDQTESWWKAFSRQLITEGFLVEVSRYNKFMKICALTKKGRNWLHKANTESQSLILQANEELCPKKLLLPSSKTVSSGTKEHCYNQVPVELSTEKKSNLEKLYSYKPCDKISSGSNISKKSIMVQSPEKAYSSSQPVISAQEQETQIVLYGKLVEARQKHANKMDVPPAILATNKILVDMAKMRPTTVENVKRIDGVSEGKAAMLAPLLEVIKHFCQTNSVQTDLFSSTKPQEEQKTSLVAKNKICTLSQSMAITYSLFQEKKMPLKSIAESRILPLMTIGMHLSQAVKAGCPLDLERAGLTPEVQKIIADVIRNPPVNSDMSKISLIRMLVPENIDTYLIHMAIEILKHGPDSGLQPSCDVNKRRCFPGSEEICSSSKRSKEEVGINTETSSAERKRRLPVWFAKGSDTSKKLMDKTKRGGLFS
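WRN at 20 nM final was preincubated with compound for 15 min at room temperature; reaction started with 100 nM forked duplex oligonucleotide carrying fluorophore and quencher plus 2 mM ATP (final). Unwinding followed kinetically by red fluorescence (ex 525/em 598 nm).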
CCT chaperon mod: modulators of cytosolic chaperonin (CCT/TRiC) activity; hit rate 0.3% among 360,000; purified chaperonin ATPase assay, HTRF ADP detection, 30 min; activity change, % (no concentration beside the values), hits read low; AID 651819; in the data active = activity change below about -30%; also: % is scaled to controls: 0 for no effect and ±100 for the full control effect
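Nucleotide hydrolysis assay: TRiC at 20–40 nM final (set by batch activity) with 10 uM ATP, 30 min at 37 °C, in presence of 76 uM compound. Detection by competitive ADP HTRF, 30 min ambient.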
EPAC2 antagonist: blocks human EPAC2 exchange factor; Q8WZA2; EPAC2 GEF exchange of Rap1B-BODIPY-GDP, fluorescence; Potency, µM (titrated, usually from 114 µM), inactives show top-dose activity, negative = inhibition, most hits filed as inhibitors; hit rate 0.18% among 360,000; AID 720708; also: potency is read from the fitted curve at half-maximal effect; % is scaled to controls: 0 for no effect and ±100 for the full control effect; nearly all actives have a fitted effect of over 45% in size; many of its hits are not listed in these tables
MmCpn inh: M. maripaludis TRiC chaperonin inhibition; purified Mm-Cpn ATPase, ADP Transcreener TR-FRET; Potency, µM (highest dose often 76.9 µM), inactives show at the top dose activity, negative = inhibition, hits mostly inhibitors; hit rate 0.031% among 330,000; AID 504842; also: potency is read from the fitted curve at half-maximal effect; % is scaled to controls: 0 for no effect and ±100 for the full control effect; nearly all actives have a fitted effect of over 80% in size
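25 nM Mm-CPN + cpd, 10 min 37°C; + 10 uM ATP, 30 min 37°C; buffer 30 mM Tris pH 7.4, 100 mM KCl, 5 mM MgCl2, 1 mM DTT; Transcreener ADP HTRF detection 30 min RT.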
EPAC1 ag: activates human EPAC1 exchange factor. AID 720707. Potency, µM (titrated, usually from 154 µM), inactives show at the top dose activation, most hits filed as activators. hit rate 0.073% among 360,000. O95398. EPAC1 agonist qHTS, biochemical assay; response scale: 100% = response to 6.5 mM cAMP; also: potency is read from the fitted curve at half-maximal effect; nearly all actives have a fitted effect of over 60% in size
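Compounds were pinned as a concentration titration into mixtures of EPAC1 (100 nM), BODIPY-GDP-loaded Rap1B (250 nM) and GDP (50 uM). After 5 min at room temperature, fluorescence was followed for 30 min; activity was scaled to 6.5 mM cAMP.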
Numbers without * were called inactive; ? = inconclusive; · = not tested or not shown; [ ] = dose if it differs, or a comment. Unless noted, calls follow the shape of the dose curve; as a rule, active = well fitted curve in the direction sought with a large enough effect; inconclusive = small, poorly fitted or top-dose-only effect, or another doubt; inactive = no such curve, though single readings can be large; an effect the other way counts as inactive or inconclusive. This is a subset (hit frequency here may not be typical).

Values run as follows: EPAC1 antagonist, PI5P4Ka inh, PLK1 PBD inh, WRN helicase inh, CCT chaperon mod, EPAC2 antagonist, MmCpn inh, EPAC1 ag
O=C(O)c1ccccc1C(=O)N1CCN(c2ncccn2)CC1
→ 15%, 0, -5%, 15%, 2.1, 0%, 3%, 0%
O=c1cc(N2CCc3ccccc3C2)[nH]c(=O)n1C1CCCCC1
→ 1%, 0, 3%, 2%, 1.8, -13%, 1%, 5%
Cc1cc(Br)ccc1N=C1C(=O)Nc2ccccc21
→ -22%, -4, -10%, -3%, 2.2, 4%, 0%, 9%
O=C(Cn1cnc2cc([N+](=O)[O-])ccc2c1=O)Nc1cccc(S(=O)(=O)N2CCCCC2)c1
→ -15%, -12, -3%, -10%, 1.2, 3%, ·, 7%
COc1ccc(-c2nc3c(Cl)cc(C(F)(F)F)cn3c2Cc2cccc(Cl)c2)cc1OC
→ -13%, 5, 6%, -15%, 1.5, -10%, ·, -6%
Cc1ccc(CNC(=O)/C=C/c2ccc(S(=O)(=O)NCc3ccco3)cc2)cc1
→ -2%, -5, -10%, -9%, -1.7, 2%, -1%, -8%
CNC(=O)NC(=O)C(OC(=O)CCNS(=O)(=O)c1ccccc1)c1ccccc1 (centres undefined)
→ 0%, 5, -4%, 5%, -2.8, 0%, 1%, 2%
COC(=O)c1ccc(COC(=O)c2cccnc2Cl)cc1
→ -23%, 0, -22%, 4%, 0.4, 0%, 1%, 6%
COc1ccc2nc(C)cc(Nc3ccc(C(=O)O)cc3)c2c1
→ 8%, -3, -7%, 1%, -2.9, 3%, 1%, 0%
Cc1cccc(NC(=O)CSc2nsc(SCC(=O)Nc3cccc(C)c3)c2C#N)c1
→ -8%, 0, -1%, 2%, 1.5, 1%[57.1 µM], -1%, -11%
COc1cccc(CN2CCN(Cc3ccc(C#CC(C)(C)O)s3)CC2CCO)c1 (centres undefined)
→ -24%, -7, -8%, -29%[57.1 µM], -0.2, -6%, 1%, 1%
O=C(O)CCN1C(=O)C2C3C=CC(C3)C2C1=O (centres undefined)
→ -2%, -1, -6%, 2%, 1.7, -3%, 0%, 5%
CC(C)(C)C1CCc2c(sc3nc(SCC(N)=O)nc(N)c23)C1 (centres undefined)
→ ?, 6, -10%, -12%, -0.9, -58%, ?, 4%
Cc1ccccc1Nc1nc(N)nc(COC(=O)[C@@H](NC(=O)c2ccccc2Cl)C(C)C)n1
→ -25%, 0, 2%, -9%, 0.8, 6%, -1%, ?
S=C(Nc1ccc(Cl)c(Cl)c1)NC1CCCCC1
→ -29%, ·, -8%, -17%, -0.3, -16%, 0%, 21%
Cc1ccc(CNC(=O)CCCNS(=O)(=O)c2cccc3nonc23)cc1
→ -3%, 3, -3%, -2%, -3.0, 2%, -6%, -3%
CC(C)(C)C(=O)Nc1nc(-c2ccccc2)ns1
→ 2%, ·, -9%, -7%, -1.6, -1%, -2%, 5%
Cc1ccc(C(C(=O)NCC2CCCO2)N(C(=O)c2snc(C(N)=O)c2N)c2ccccc2F)o1 (centres undefined)
→ -14%, -6, -11%, 3%, -5.9, -8%, 0%, 10%
C/C(=N/Nc1ccc([N+](=O)[O-])cc1)c1c[nH]c2ccccc12
→ ?, 7, 13%, -5%, -1.4, -6%, -2%, 15%
Cc1ccc(NC(=O)COC(=O)/C=C/c2cccs2)c(C)c1
→ -17%, 0, -15%, -2%, -5.0, -9%, 2%, -1%
Cc1ccccc1C1N=C2Oc3ccccc3C=C2C(=O)N1 (centres undefined)
→ -12%, 1, -8%, 0%, 0.6, -3%, ·, 3%
CC1=NN(C(=O)c2nn(C)cc2Br)C(O)(C(F)(F)F)C1 (centres undefined)
→ 4%, -5, -7%, 17%, -0.6, -1%, 0%, 4%
CCCN(CC(=O)Nc1ccc(F)c(F)c1F)C(=O)c1ccc(N2CCCC2=O)cc1
→ -4%, 2, -5%, -5%, -1.8, 0%, -2%, 4%
COCc1[nH]c(=S)c(C#N)cc1C(=O)OC
→ 2%, -62*, ?, ?, -1.1, 1%, -28%, 7%
CCOC(=O)c1cccc(NC(=O)CCc2nc(-c3ccccc3F)no2)c1
→ 4%, 0, 3%, -2%, 0.3, 2%, -3%, -5%
CCOC(=O)c1cc(-c2ccccc2)n[nH]1
→ -10%, 2, 1%, -18%, -5.8, 5%, -4%, -7%
COc1ccc(NC(=O)CCN2C(=O)C3CC=CCC3C2=O)cc1S(=O)(=O)N1CCCCC1 (centres undefined)
→ ?, -5, -10%, -34%, 1.5, 2%, -1%, -12%
CCCN(CC1CC1)C(=S)NC(=O)c1ccccc1Br
→ 5%, -4, 1%, -2%, -0.3, 0%, -1%, -1%
CC(=O)Nc1ccc2nc(SCC(=O)Nc3ccc(N4CCOCC4)c(Cl)c3)sc2c1
→ -8%, -14, -10%, 2%, 2.0, -11%, 0%, -8%
COC(=O)C[C@H]1CC[C@H](NC(=O)Nc2ccccc2)[C@@H](CO)O1
→ 4%, 8, -2%, -3%, ·, 3%, ·, 8%
CCC1(c2ccccc2)NC(=O)N(CC(=O)Nc2cc(S(=O)(=O)N3CCCCC3)ccc2OC(C)C)C1=O (centres undefined)
→ -4%, 2, 5%, -9%, -1.5, 4%, 2%, 3%
CN1CCC(N(C)CC(=O)Nc2cccc(Oc3ccccc3)c2)CC1
→ 17%, ·, -2%, 2%, 1.3, 14%, -19%, 4%
CCCNc1nc(-c2ccccc2)c(C(=O)OCC)cc1C#N
→ -14%, -7, -3%, -14%, -4.1, -7%, 0%, 16%
CC(C)(C)n1nnnc1C(c1cccs1)N1CCN(c2ccccc2)CC1 (centres undefined)
→ -20%, -1, 5%, 2%, -0.3, -5%, 0%, 5%
COc1ccc(S(=O)(=O)NCc2ccc3c(c2)cc(C)n3C)cc1
→ -4%, 0, -17%, -18%, -0.4, 8%, -29%, 15%
CCc1c(C)nc(N)n2c(SCC(=O)N3CCCc4ccccc43)nnc12
→ 15%, ·, 1%, -21%, 2.0, 9%, ?, -1%
COc1cc(C=O)ccc1Oc1cnccn1
→ -8%, 1, -1%, 0%, 0.8, 4%, -5%, -8%
C/C(=N\NC(=O)COc1cccc(C)c1)c1ccc2ccccc2c1O
→ 14%, -2, 2%, 4%, 1.3, 5%, 1%, -12%
COc1ccccc1N(C)S(=O)(=O)c1ccc(C(=O)N(C)Cc2cccc(OC)c2OC)cc1
→ 4%, -14, 0%, 9%, -0.4, -14%, ·, 0%
CCN(CC)S(=O)(=O)c1ccc(N2CCOCC2)c(C(=O)O)c1
→ 9%, 2, -4%, 4%, 2.6, 23%, 0%, 0%
CC(=O)c1cccc(NC(=S)NC(=O)CC(C)C)c1
→ 4%, ·, -3%, -2%, -2.4, -2%, 0%, 1%
CCN(C(=O)COC(=O)c1nc(Cl)ccc1Cl)C1CCS(=O)(=O)C1 (centres undefined)
→ -13%, -4, -7%, -4%, -0.1, 4%, 2%, 3%
COCCN1C(=O)c2oc3c(C)cc(C)cc3c(=O)c2C1c1cccc(O)c1 (centres undefined)
→ -19%, 2, -9%, -6%, -0.3, -3%, 2%, 20%
CC(C)NC(=O)c1cc(C2CCCCN2C(=O)CCCc2ccccc2)on1 (centres undefined)
→ -5%, 8, -3%, 0%, 0.5, -17%, ·, 0%
CCCCNC(=O)c1ccccc1NC(=O)CCSc1ccccc1
→ -20%, 12, 0%, -7%, -0.1, -19%, -3%, -2%
COc1cc(/C=N/NC(=O)COc2ccc(Cl)cc2)ccc1OS(=O)(=O)c1ccc(C)cc1
→ 7%, ·, -5%, -7%, -4.2, 0%, -1%, 0%
O=S(=O)(Nc1ccc(Br)cn1)c1ccc2ccccc2c1
→ -15%, 8, -12%, ?, -1.3, -14%, -2%, -5%
COc1ccc(N=NC2C(=O)N(c3ccccc3)N=C2C)cc1 (centres undefined)
→ -25%, 24, -7%, -9%, -1.5, -6%, 3%, 1%
O=C(CN1CCCN(S(=O)(=O)c2ccc(F)cc2)CC1)Nc1ccccc1Br
→ 11%, 6, 2%, -3%, -0.8, 7%, 0%, 12%
Cc1cc2c(c(=O)o1)C1(C)CC(C)(O2)c2c(cc(C)oc2=O)O1
→ 4%, -1, -11%, 0%, -0.3, 31%[activator], ·, -8%

(cont.)
Values run as follows: EPAC1 antagonist, PI5P4Ka inh, PLK1 PBD inh, WRN helicase inh, CCT chaperon mod, EPAC2 antagonist, MmCpn inh, EPAC1 ag
CCCN1CCN(C(=O)c2ccc(CS(=O)c3ccc(Cl)cc3)o2)CC1 (centres undefined)
→ 11%, 4, -7%, 1%, 3.1, 6%, 0%, 1%
Cc1ccccc1NS(=O)(=O)c1cc2c3c(c1)C(C)C(=O)N3CCC2 (centres undefined)
→ -5%, -2, -10%, -8%, 1.0, -8%, -5%, 5%
N#C/C(=C(/O)c1cc2ccccc2o1)c1nc2ccccc2s1
→ -9%, 1, ?, -5%, 0.0, -7%, 0%, 2%
COc1cc(/C=C/C(=O)OCC(=O)c2c(N)n(C)c(=O)n(C)c2=O)ccc1O
→ 1%, -2, -15%, -3%, 1.3, -3%, 1%, -2%
CCOC(=O)/C=C1\SCC(=O)N1CC(O)CN1C(=O)CS/C1=C\C(=O)OCC
→ -11%, 0, -7%, -5%, -2.2, -10%, 0%, 5%
O=C(NC1CCCc2ccccc21)c1cccc(F)c1 (centres undefined)
→ ?, 5, -1%, -5%[57.1 µM], -0.6, 0%, ·, 2%
O=C(CCCC(=O)N1CCN(c2ccccc2F)CC1)c1ccccc1
→ ?, 3, -3%, 5%, 1.3, 2%, -1%, 1%
CCCC(=O)N1CCCC1(C)C(=O)Nc1ccc2nc(C)ccc2c1 (centres undefined)
→ -9%, 0, -8%, -6%, -2.3, 2%, ·, -7%
CCOC(=O)c1cccc(NC(=O)CCn2cccc2)c1
→ -29%, 1, -14%, -8%, -4.5, -18%[57.1 µM], 2%, 9%
Cc1ccccc1/C=N/n1c(COc2ccccc2)n[nH]c1=S
→ -8%, 1, ?, 0%, 1.4, 1%, -1%, -5%
O=C(CSc1nnc(-c2ccco2)n1-c1ccccc1)NCC1CCCO1 (centres undefined)
→ 3%, 4, 4%, -5%, -2.2, 8%, -5%, -6%
CN(C)Cc1cc(C(C)(C)C)c(O)c(C(C)(C)C)c1
→ -3%, -11, 11µM*, 1%, 0.4, 5%, 0%, 2%
COc1ccc(Cc2nnc3sc(SCC(=O)Nc4ccccc4)nn3c2=O)cc1OC
→ 0%, -6, -2%, -9%, -0.2, 21%, -2%, 1%
Cc1ccc(C(=O)N2CCOCC2)cc1S(=O)(=O)Nc1cccc(C)c1C
→ -5%, -1, -4%, -3%, 2.3, -1%, -1%, -6%
CCOC(=O)CC(=O)CSc1nc2ccccc2c(=O)n1-c1ccc(C(=O)NCCOC)cc1
→ 0%, ·, -2%, -11%, 0.5, 2%, -2%, 5%
